TEAD-YAP inh: TEAD-YAP interaction inhibition. HEK-TIYL cells, TEAD-Gal4/YAP UAS-luciferase luminescence. inhibition, % at 9.12 µM. 640,000 tested, 1.4% active. AID 1259422; in the data active = inhibition above about 32%;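 also: 0% = median of test compound wells and 100% = reference inhibitor wells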
MITF inh: human MITF inhibition, primary screen. O75030. AlphaScreen MITF homodimerization, bead proximity signal. inhibition, % at 2.6 µM. 650,000 tested, 0.91% active. AID 1259374; in the data active = inhibition above about 50%;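 also: 0% = vehicle wells with protein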
Target sequence (O75030 whole entry, looked up): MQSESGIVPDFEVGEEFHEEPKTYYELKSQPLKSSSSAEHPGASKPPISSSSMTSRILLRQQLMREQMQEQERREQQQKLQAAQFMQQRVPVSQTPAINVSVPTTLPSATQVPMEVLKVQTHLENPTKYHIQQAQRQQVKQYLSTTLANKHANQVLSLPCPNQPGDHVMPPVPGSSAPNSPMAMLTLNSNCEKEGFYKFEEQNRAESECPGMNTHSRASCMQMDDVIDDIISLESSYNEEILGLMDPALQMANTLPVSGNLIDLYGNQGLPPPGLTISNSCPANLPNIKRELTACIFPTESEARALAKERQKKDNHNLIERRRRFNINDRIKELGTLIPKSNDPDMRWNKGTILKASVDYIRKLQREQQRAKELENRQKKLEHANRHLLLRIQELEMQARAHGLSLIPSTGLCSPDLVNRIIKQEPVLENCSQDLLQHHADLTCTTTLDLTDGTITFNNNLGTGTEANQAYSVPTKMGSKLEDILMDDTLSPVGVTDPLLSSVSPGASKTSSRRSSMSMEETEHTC
GPR151 activ: human GPR151 activation; AID 1508602; 650,000 tested, 1% active; activation, % at 11.2 µM; Q8TDV0; PathHunter beta-arrestin GPR151 cells, luminescence; in the data active = activation above about 4.9%;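 also: 0% = median of compound wells and 100% = cells with positive control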
Target sequence (Q8TDV0 whole entry, looked up): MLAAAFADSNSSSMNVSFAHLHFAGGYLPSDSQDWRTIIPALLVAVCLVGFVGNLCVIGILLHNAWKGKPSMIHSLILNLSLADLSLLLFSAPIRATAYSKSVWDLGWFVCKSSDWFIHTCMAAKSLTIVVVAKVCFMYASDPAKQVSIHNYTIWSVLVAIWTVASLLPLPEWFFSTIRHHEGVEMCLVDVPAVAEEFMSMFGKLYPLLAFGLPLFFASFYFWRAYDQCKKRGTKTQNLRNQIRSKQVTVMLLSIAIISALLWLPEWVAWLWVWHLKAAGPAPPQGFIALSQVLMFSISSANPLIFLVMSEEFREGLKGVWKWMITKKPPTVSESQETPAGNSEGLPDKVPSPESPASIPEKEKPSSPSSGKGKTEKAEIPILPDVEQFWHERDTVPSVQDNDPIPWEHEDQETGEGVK
FBW7 activator: human FBW7 E3 ligase activation, primary screen. AID 1259310. AlphaScreen FBW7–phospho-cyclin E peptide binding, activator screen. normalized activity (activation), % at 26.1 µM. 650,000 tested, 0.13% active. Q969H0; in the data active = normalized activity above about 1.9%;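 also: purified mutant Fbw7 with reduced substrate affinity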
* hit, by the source's call; & = joins results of further samples.

Values run as follows: FBW7 activator, GPR151 activ, MITF inh, TEAD-YAP inh
1: O=C(Nc1nc2ccc(Cl)cc2s1)C1CC1
 : -0.1, 0.2, -5, -45
2: CCNc1c(NS(=O)(=O)c2ccc(Cl)cc2)c(=O)oc2ccccc12
 : 0.5, 0.4, 0, 8
3: N#Cc1ccsc1NC(=O)COC(=O)CC1CC2CCC1C2 (centres undefined)
 : -0.2, 0.9, -5, -12
4: Cc1ccc(-c2nc(CS(=O)CC(=O)Nc3ccccc3C#N)c(C)o2)cc1 (centres undefined)
 : 0.3, -1.2, 15, 4
5: Cc1c(C)n(Cc2ccccc2)c2ncnc(N)c12
 : -0.1, 0.6, -6, -9
6: O=C1CC(N2CCN(c3ccc(C(F)(F)F)cc3[N+](=O)[O-])CC2)C(=O)N1 (centres undefined)
 : -0.2, 0.2, -22, -12
7: O=C(Nc1ccc(Cl)c(-c2nc3cc(Cl)ccc3o2)c1)c1cc2ccccc2o1
 : -0.1, -0.6, 7, -8
8: Cc1ccc(NS(=O)(=O)c2cc(C(=O)NCc3cccnc3)ccc2C)cc1
 : -0.1, 1.5, 2, -2
9: O=C(Cc1n[nH]c(=O)c2ccccc12)NCC1(N2CCCCC2)CCCCC1
 : 0.4, -0.6, 10, 4
10: CN(C)c1ccc(C(=O)OCc2ccccc2)cc1
 : 0.1, 1.6, -21, -30
11: CCOC(=O)CSc1nc2c(sc(=S)n2CCc2ccccc2)c(=O)n1-c1ccccc1OC
 : 0.0, 0.0, 6, -5
12: CCOCCOC(=O)C1=C(C)NC(=O)NC1c1ccccc1Cl (centres undefined)
 : 0.0, 0.6, -5, 2
13: COc1ccc(C(=O)Nc2cccc(Cl)c2Cl)cc1Cl
 : 0.0, -1.5, -10, -75
14: C#CCn1c(=NC(=O)C(C)C)sc2cc(F)cc(F)c21
 : 0.5, 2.4, 18, -5
15: CCOc1cccc(C2CC(=O)NC3=C2C(=O)CCC3)c1 (centres undefined)
 : 0.1, 0.4, 16, 3
16: N#CC1=C(N)Oc2n[nH]c(C34CC5CC(CC(C5)C3)C4)c2C1c1cccnc1 (centres undefined)
 : 0.7, 4.5, 7, 2
17: Cc1cc(=O)c2nncn2n1CC(=O)N/N=C/c1ccccc1
 : 0.6, -1.1, 10, -5
18: O=S(=O)(c1ccc(NC(=S)NCc2cccnc2)cc1)N1CCOCC1
 : 0.6, -0.1, 1, 15
19: Cn1cc(C=O)c2cc(S(=O)(=O)N3CCCCC3)ccc21
 : 0.1, -0.5, 3, 7
20: C#CCn1c(C2CC(=O)N(Cc3ccccc3)C2)nc2ccccc21 (centres undefined)
 : 0.0, 1.0, 6, 3
21: Cc1cccc(C(=O)Nn2c(C3CCCCC3)nc3ccccc3c2=O)c1
 : 0.5, -2.8, -16, -7
22: COc1ccc(C(=O)N/C(=C\c2ccc3c(c2)OCO3)C(=O)NCCC(=O)O)cc1
 : 0.6, 1.3, 24, 3
23: O=C(Nc1ccccc1C(=O)Nc1ccccc1)c1cccc(S(=O)(=O)N2CCCCCC2)c1
 : -0.2, -0.7, 0, -6
24: CCCn1c2ccccc2c2nnc(SCC(=O)Nc3nc4ccccc4s3)nc21
 : 0.0, 0.0, 2, -1
25: O=[N+]([O-])c1ccc(N2CCN(S(=O)(=O)c3ccccc3)CC2)cc1NCCOc1ccc(Cl)cc1
 : -0.1, 2.0, -3, 5
26: CC(C)NC(=O)c1cc2ccccc2oc1=O
 : 0.0, -1.7, 11, -22
27: COc1cc(/C=N/NC(=S)Nc2cccc(C(=O)O)c2)cc(Br)c1O
 : 0.1, 0.8, 23, 7
28: COc1ccccc1-n1c(SCC(=O)Nc2nccs2)nnc1-c1cccnc1
 : 0.0, -0.4, 0, 56*
29: C=CC[N+]1([C@H]2C[C@H]3[C@@H]4CC[C@H]5C[C@H](O)[C@@H](N6CCOCC6)C[C@]5(C)[C@H]4CC[C@]3(C)[C@H]2OC(C)=O)CCCC1
 : -0.1, 0.2, 14, 2
30: Cc1ccccc1-n1nc([N+](=O)[O-])c(N2CCCCCC2)[n+]1[O-]
 : -0.3, -0.7, 22, 5
31: COc1cc(OC)cc(C(=O)OCc2nc3ccccc3s2)c1
 : 0.0, -1.0, 8, 3
32: Fc1ccccc1NC1=NCCCCC1
 : 0.1, 1.4, -3, 2
33: Cc1ccc(-n2ccc3nc4c(c(N)c3c2=O)CCC4)cc1
 : 0.5, 0.4, 10, -39
34: O=C(O)c1ccc2nc(-c3ccccn3)c(-c3ccccn3)nc2c1
 : -0.1, -0.4, 1, 3
35: Cc1ccc(OCC(=O)Nc2ccc(S(=O)(=O)Nc3ncccn3)cc2)c(C)c1
 : -0.1, 0.6, 11, -3
36: COc1cc(C(=O)N2CCN(CCO)CC2)cc(OC)c1OC
 : 0.2, 0.3, 11, -4
37: Cn1ccnc1SCC(=O)c1ccc(-c2ccccc2)cc1
 : -0.2, -0.6, 7, -57
38: CCOC(=O)C1=C(C)NC2=C(C(=O)CC(C)(C)C2)C1c1ccco1 (centres undefined)
 : 0.0&0.1, 2.3&1.8, -7&7, 8&10
39: Cn1c(N2CCC(C(N)=O)CC2)nc2ccccc21
 : 0.0, -1.2, -6, -23
40: CCc1ccc(-c2cc3ccccn3c2)cc1
 : 0.2, 1.1, 3, -3
41: CCOC(=O)COc1ccc2c(c1)c(C(C)=O)c(C)n2-c1ccc(OC)cc1
 : 0.6, 1.3, -4, -9
42: CCCNC(=O)c1csc(-c2ccc(N3CCN(C)CC3)cc2)n1
 : 0.1, -1.7, -12, 3
43: O=C(O)[C@H]1CN(C(=O)c2cccs2)C[C@@H]1c1ccc(F)cc1
 : 0.0, -0.9, 5, 0
44: Cc1cccc(NC(=O)Cc2ccccc2)c1C
 : 0.0, 0.6, -6, 7
45: Cc1c(Cl)c(C(F)(F)F)nn1CC(=O)O
 : 0.0, 2.2, -11, -4
46: CN(C(=O)C12CCC(C)(C(=O)C1)C2(C)C)c1ccccc1 (centres undefined)
 : 0.0, -1.2, 5, 6
47: CC(=O)c1ccc(NC(=S)NC(=O)/C=C/c2ccc(F)cc2)cc1
 : 0.3, -1.2, 16, -6
48: CCn1c(C(=O)O)c(CNCc2ccccc2)c2ccc(OC)cc21
 : 0.3, 1.0, 24, 5
49: O=C(Cc1c(F)cccc1Cl)NNC(=O)c1ccncc1
 : 0.0, 0.0, 13, -4
50: O=C(CCc1ccccc1)Nc1nnc(SCCN2CCOCC2)s1
 : 0.0, 0.5, 5, 1
51: Cc1cc(C(=O)N/N=C/C(Cl)=C/c2ccccc2)c(C)o1
 : 0.1, -0.8, 18, -17
52: CCOc1ccc(/C=C/C(=O)Nc2sc3c(c2C(N)=O)CCC(C)C3)cc1 (centres undefined)
 : 0.4, -1.7, 13, 3
53: COCCN(CCOC)S(=O)(=O)c1ccc(C(=O)Nc2nc3c(C)cccc3s2)cc1
 : 0.3, 1.8, -10, -20
54: NC(=O)c1nn2c(c1Cl)NC(c1ccco1)CC2C(F)(F)F (centres undefined)
 : -0.3, 0.4, -3, -7
55: CS(=O)(=O)c1ccc(CC(=O)N2CC[C@@H](c3ccccc3)[C@H](O)C2)cc1
 : 0.4, -0.4, 9, -8
56: O=C(O)C1N(Cc2ccccc2)CCCN1Cc1ccccc1
 : 0.1, 0.1, 8, -15
57: Cc1ccc(C2=NS(=O)(=O)N(C)C(C(=O)N3CCOCC3)=C2)cc1
 : 0.0, 0.5, 1, 1
58: O=C1C(Cl)=C(N2CCOCC2)C(=O)N1c1ccccc1F
 : 1.5, -0.5, 12, 13
59: O=C(Cc1ccc(F)cc1)Nc1ccccc1NC(=O)c1cccc(Cl)c1
 : 0.3, -1.1, 2, 3
60: CCn1c(SCC(=O)Nc2ccc3c(c2)OCO3)nnc1-c1cc2ccccc2cc1O
 : -0.1, 0.3, -3, 11

Entries 49–60 from above:
Values run as follows: FBW7 activator, GPR151 activ, MITF inh, TEAD-YAP inh
49: O=C(Cc1c(F)cccc1Cl)NNC(=O)c1ccncc1
 : 0.0, 0.0, 13, -4
50: O=C(CCc1ccccc1)Nc1nnc(SCCN2CCOCC2)s1
 : 0.0, 0.5, 5, 1
51: Cc1cc(C(=O)N/N=C/C(Cl)=C/c2ccccc2)c(C)o1
 : 0.1, -0.8, 18, -17
52: CCOc1ccc(/C=C/C(=O)Nc2sc3c(c2C(N)=O)CCC(C)C3)cc1 (centres undefined)
 : 0.4, -1.7, 13, 3
53: COCCN(CCOC)S(=O)(=O)c1ccc(C(=O)Nc2nc3c(C)cccc3s2)cc1
 : 0.3, 1.8, -10, -20
54: NC(=O)c1nn2c(c1Cl)NC(c1ccco1)CC2C(F)(F)F (centres undefined)
 : -0.3, 0.4, -3, -7
55: CS(=O)(=O)c1ccc(CC(=O)N2CC[C@@H](c3ccccc3)[C@H](O)C2)cc1
 : 0.4, -0.4, 9, -8
56: O=C(O)C1N(Cc2ccccc2)CCCN1Cc1ccccc1
 : 0.1, 0.1, 8, -15
57: Cc1ccc(C2=NS(=O)(=O)N(C)C(C(=O)N3CCOCC3)=C2)cc1
 : 0.0, 0.5, 1, 1
58: O=C1C(Cl)=C(N2CCOCC2)C(=O)N1c1ccccc1F
 : 1.5, -0.5, 12, 13
59: O=C(Cc1ccc(F)cc1)Nc1ccccc1NC(=O)c1cccc(Cl)c1
 : 0.3, -1.1, 2, 3
60: CCn1c(SCC(=O)Nc2ccc3c(c2)OCO3)nnc1-c1cc2ccccc2cc1O
 : -0.1, 0.3, -3, 11

Single records, as listed above. Screens in order: FBW7 activator | GPR151 activ | MITF inh | TEAD-YAP inh
`COCCN(CCOC)S(=O)(=O)c1ccc(C(=O)Nc2nc3c(C)cccc3s2)cc1` is listed with 0.3 | 1.8 | -10 | -20
`CCn1c(C(=O)O)c(CNCc2ccccc2)c2ccc(OC)cc21` is listed with 0.3 | 1.0 | 24 | 5

Following part
Values run as follows: FBW7 activator, GPR151 activ, MITF inh, TEAD-YAP inh
61: CCOc1ccccc1NC(=O)N(Cc1ccc(F)cc1)C1CCN(CC)CC1
 : 0.0, 4.4, 5, 5
62: Cc1cc(C)n2nc(C(=O)Nc3ccc(F)c(F)c3F)nc2n1
 : 0.0, 0.8, -1, -2
63: CCN(CC)c1nc(Nc2ccc(C)cc2)nc(N(CC)CC)n1
 : 0.1, 0.4, 5, 10
64: CS(=O)(=O)N1CCC(N2CCN(Cc3ccccc3)CC2)CC1
 : 0.0, 1.1, 54*, -3
65: N#CC1=C(N)Oc2n[nH]c(-c3ccc4c(c3)OCO4)c2C1c1ccc(F)c(Br)c1 (centres undefined)
 : 0.0, -0.5, -5, -9
66: CCOC(=O)COc1ccccc1/C=C1/NC(=O)NC1=O
 : 0.1, 4.0, -10, -2
67: CCOC(=O)c1cnc2ccccc2c1NCCO
 : 0.1, 1.4, 2, 16
68: O=C(O)c1ccccc1NS(=O)(=O)c1ccc(F)c(F)c1
 : 0.1, 0.5, 7, -1
69: CC1(C)CC(=O)C2=C(C1)OC1=C(C(=O)CC(C)(C)C1)C2c1cc([N+](=O)[O-])c(Cl)cc1Cl
 : 0.0, -0.2, 8, -3
70: Cc1ccc(-c2nc(CS(=O)(=O)CC(=O)N3CCc4ccccc4C3)c(C)o2)cc1
 : -0.2, 0.3, -1, 20
71: COc1ccc(OC)c(NS(=O)(=O)c2ccc3c(c2)C(C)(C)C(=O)N3C)c1
 : -0.1, 2.2, -11, -4
72: CCCCCn1c(SCc2ccccn2)nc2cc(C(=O)N(C)Cc3ccccc3)ccc2c1=O
 : 0.1, -0.1, 14, -4
73: CSc1ccc(CC2(CCC(=O)NCc3cn(C)nc3C)CCC(=O)N2)cc1 (centres undefined)
 : 0.0, -0.4, 5, -1
74: CC1=C(C#N)C(c2cc3ccccc3nc2Cl)C(C#N)=C(C)N1
 : -0.6, 0.4, -12, 0
75: CCN(CC)Cc1c(C(=O)N/N=C/c2cccs2)nnn1-c1nonc1N
 : 0.0, -0.2, 14, 7
76: Cc1ccc(/C(N)=N/OC(=O)c2cccc([N+](=O)[O-])c2C)cc1
 : 0.1, -0.3, 11, 8
77: COc1ccccc1C(NC(=O)c1ccccn1)c1nccn1C (centres undefined)
 : -0.1, -0.8, 28, 4
78: CCOC(=O)c1c(C)nc(C)c(C(=O)OCC)c1-c1ccc([N+](=O)[O-])cc1
 : -0.2, 2.1, -18, -7
79: COc1ccc(OC)c(NC(=O)CSc2nc3cc4c(cc3cc2C#N)OCO4)c1
 : 0.0, 0.3, 5, 2
80: CC(=O)N(CN1C(=O)c2ccccc2C1=O)c1cccc(Cl)c1
 : 0.0, 1.0, -11, 1
81: CCCSc1nc2c(c(=O)[nH]1)C(c1ccc(O)c(OC)c1)C1=C(CCCC1=O)N2 (centres undefined)
 : 0.0, -2.2, -4, 5
82: COc1cc(/C=C/C(=O)C2=C(O)c3ccccc3C2=O)ccc1O
 : 0.3, -2.2, 7, -1
83: C[C@@H]1C[C@@H](CC(=O)NCCN2Cc3ccccc3OC(c3ccccc3)C2)NC(=S)N1 (some centres undefined)
 : 0.1, -1.2, -22, -4
84: CC(=O)NC(=C(Cl)Cl)S(=O)(=O)c1ccc(C)cc1
 : -0.1, 0.0, -7, -9
85: COc1ccc(CNC(=O)CC2Oc3ccc(Cl)cc3NC2=O)cc1 (centres undefined)
 : 0.5, -2.5, 4, 12
86: NC(=O)c1ccccc1NC(=O)c1cnccn1
 : -0.3, -0.4, 17, 6
87: O=[N+]([O-])c1ccc(N=C(c2ccc([N+](=O)[O-])cc2)N2CCCCC2)cc1
 : -0.1, 1.5, 16, 2
